Compound activity (PubChem)
LYP inhibition – inhibitors of LYP phosphatase, biochemical, fluorescence intensity, uHTS (AID 1779) | recombinant LYP phosphatase, fluorescence intensity; higher % means a stronger effect | inhibition, % at 11.5 µM; hits with a dose series show IC50 in µM | actives 0.054% (n = 290,000); in the data active = inhibition above about 50%;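 note: plate controls were vehicle with enzyme for no effect and no enzyme for full effect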
Myeloid diff MLP – myeloid differentiation induction; ER-HoxA9 myeloid progenitors, lysozyme-GFP differentiation, flow cytometry; calls only at 10 µM; actives 1% (n = 360,000); AID 624256;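 active = normalized GFP-positive differentiation at or above the plate's own cutoff, the solvent-only control mean plus 3 SD; inconclusive = no clear call, values can overlap the other calls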;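 note: cells exposed to compound for four days before flow analysis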
Myeloid diff MLP GFP+ MAC1+ % – further read-out of Myeloid diff MLP, marked with its call; GFP+ MAC1+ double positive, %; measured here: differentiation confirmed by MAC1 staining
The depositor's hits bear a star; i = inactive; ? = inconclusive; . = no result given; + = active, no number. This is a subset. The share of hits here may be higher or lower than overall.

Start of the listing, in advance, 4 compounds:
compound	Myeloid diff MLP GFP+ MAC1+ %	LYP inhibition	Myeloid diff MLP
Cc1ccc(OCCC(=O)Nc2ccccc2C(=O)NC2CC2)cc1	1.1	-6%	i
CCCCc1nc2cc(C(=O)N(C)C(C)c3ccccn3)ccc2o1 (configuration not stated)	.	-6%	?
COc1ccccc1/C=C1\SC(=S)N(CCC(=O)N2CCN(C)CC2)C1=O	.	-8%	?
CCn1c(C(=O)NC2CCC(C)CC2)cc2sccc21 (configuration not stated)	.	-8%	?

Results, repeating the preview:
compound	Myeloid diff MLP GFP+ MAC1+ %	LYP inhibition	Myeloid diff MLP
Cc1ccc(OCCC(=O)Nc2ccccc2C(=O)NC2CC2)cc1	1.1	-6%	i
CCCCc1nc2cc(C(=O)N(C)C(C)c3ccccn3)ccc2o1 (configuration not stated)	.	-6%	?
COc1ccccc1/C=C1\SC(=S)N(CCC(=O)N2CCN(C)CC2)C1=O	.	-8%	?
CCn1c(C(=O)NC2CCC(C)CC2)cc2sccc21 (configuration not stated)	.	-8%	?
CCN1CCN(C2=C(NS(=O)(=O)c3ccc(C)cc3)C(=O)c3ccccc3C2=O)CC1	1.1	-9%	i
COc1ccc(C(=O)NCCCOc2cccnc2)cc1OC1CCN(C(C)=O)CC1	0.7	-8%	i
CCCNC(=O)N(CCOC)CC1CCCN(C2Cc3ccccc3C2)C1 (configuration not stated)	0.3	-8%	i
Cn1ccsc1=NC(=O)c1ccc([N+](=O)[O-])o1	9.0*	-4%	+
CCCCC[C@H]1CN(CCCC)C(=O)[C@@H]1CC(=O)NCc1ccc(OC)cc1	1.5	-10%	i
COc1ccc(CCNC(=O)CCNC(=O)c2ccco2)cc1	1.7	-8%	i
Cc1cc(C)c(NC(=O)CN2C(=O)CC(C)S(=O)(=O)c3ccccc32)c(C)c1 (configuration not stated)	1.1	-8%	i
CCN1CCN(C(=O)c2ccc(CNS(=O)(=O)c3cccc(OC)c3)cc2)CC1	.	-7%	?
C=C1C(=O)O[C@H]2C[C@]3(C)C([C@@H](OC(=O)/C(C)=C/C)[C@H]12)[C@](C)(O)CC[C@H]3O (some centres not stated)	0.4	-4%	i
O=[N+]([O-])c1cccc(/C=N/Nc2ncc(Br)cn2)c1	0.1	-5%	i
COc1cc(-c2csc(NC3CCCCC3)n2)cc(OC)c1OC	1.6	-7%	i
COc1ccccc1CN1CCNC(=O)C1CC(=O)NC1CCCCCC1 (configuration not stated)	1.2	-9%	i
COc1ccc(C)cc1NC(=O)CN(C)S(=O)(=O)c1ccc2c(c1)n(C)c(=O)c(=O)n2C	2.2	-12%	i
COc1ccc(OC)c(C2C(C(=O)c3ccco3)=C(O)C(=O)N2CC2CCCO2)c1 (configuration not stated)	0.2	-6%	i
NS(=O)(=O)c1ccc(CNC(=O)c2cc(-c3cccnc3)nc3ccc(Cl)cc23)cc1	0.6	-10%	i
CCOc1ccc(NC(=O)NC2(C(=O)NCc3ccco3)CCCCC2)cc1	0.3	-4%	i
CC1CCCCC1NC(=O)CSc1nnc(COc2ccc(Cl)cc2)o1 (configuration not stated)	0.3	-11%	i
COc1ccc2[nH]cc(/C=C/c3cc[n+](C)cc3)c2c1	32*	-2%	+
CC(CN1CCCCC1)OC(=O)COc1ccc(Cl)cc1 (configuration not stated)	0.7	-1%	i
O=C(Nc1nc2ccccc2[nH]1)Nc1ccccc1F	9.3	-10%	i
CCOC(=O)C1CCCN(C(=O)c2ccc3c(=O)n(Cc4ccccc4OC)c(=S)[nH]c3c2)C1 (configuration not stated)	0.5	-2%	i
NS(=O)(=O)c1ccc(CCNC(=O)CN2CCN(Cc3cccc(C(F)(F)F)c3)CC2)cc1	7.8	-7%	i
COc1ccccc1CNC(=O)CCNS(=O)(=O)c1ccc2c(c1)CC(C)N2C(C)=O (configuration not stated)	3.0	-14%	i
Cc1ccc(NC(=O)c2ccc3c(c2)OCCO3)cc1C	1.7	-7%	i
Cc1cc(C)c(S(=O)(=O)NC2CC(C)(C)NC(C)(C)C2)cc1C	3.4*	-10%	+
Nc1c(/C=C2/C=CC(=O)C(O)=C2)c(=O)nc2sc(CC(=O)N3CCCCC3)nn12	.	-2%	?
CCOc1ccccc1NC(=S)N1CCN(c2ccc(O)cc2)CC1	0.7	-1%	i
CC(C)CNC(=O)C(=O)NCC1OCCCN1S(=O)(=O)c1ccc2c(c1)OCCO2 (configuration not stated)	2.8	-10%	i
Cc1ccc(CCNC(=O)C2CCN(S(=O)(=O)c3ccc4c(c3)NC(=O)C(C)S4)CC2)cc1 (configuration not stated)	0.8	-8%	i
NC(=O)c1ccc(Oc2ccc(-c3nnco3)cc2)c([N+](=O)[O-])c1	.	-5%	?
CCCCNC(=O)C1(O)c2cc(Br)ccc2NC(=O)N1c1cccc(OC)c1 (configuration not stated)	0.1	-5%	i
CCC(=O)Nc1ccc(S(=O)(=O)N2CCc3ccccc32)cc1	0.7	-12%	i
COc1ccc(CCNC(=O)c2cc([N+](=O)[O-])cc([N+](=O)[O-])c2)cc1OC	1.0	-1%	i
CCOc1ccc(CCNC(=O)COC(=O)c2ccc(C)s2)cc1OCC	0.4	-9%	i
CCCCn1c(N)c(Sc2ccccc2[N+](=O)[O-])c(=O)[nH]c1=O	0.4	0%	i
NC1=NC(=O)/C(=C/c2cc(Br)c(O)c(Br)c2)S1	0.3	-1%	i
CCCN1C(=O)c2cc(C(=O)Nc3ccccc3OC)ccc2C1Nc1ccccc1OC (configuration not stated)	1.7	5%	i
CC1(C)Cc2cccc(OCC(=O)OCC(=O)NCc3ccccc3)c2O1	2.2	-9%	i
O=C(c1cc2ccccc2[nH]1)N(Cc1cccnc1)CC1CCCN(C2CCCCC2)C1 (configuration not stated)	0.0	-5%	i
CC(=O)Nc1c(-c2ccccc2Cl)c(=O)c2ccccc2n1C	0.7	-4%	i
NC(=O)C1CCCN(Cc2ccc3ccccc3c2)C1 (configuration not stated)	0.7	-5%	i
COc1ccc(C(=O)N2N=C(c3cccs3)CC2c2ccccc2O)cc1 (configuration not stated)	6.3	-4%	i
COc1ccccc1N1CCN(C(=O)C(=O)c2cn(CC(=O)N3CCOCC3)c3ccccc23)CC1	5.0	-4%	i
COc1ccc(OC2CCN(C(=O)Nc3ccc(C)cc3)CC2)cc1	0.3	-4%	i
Cc1ccccc1CN1CCN(C(=O)c2cccc3ccccc23)CC1	0.0	-3%	i
CC(=O)c1ccc(NC(=O)C2CCN(S(=O)(=O)c3cccc4nonc34)CC2)cc1	0.2	-7%	i
COc1ccc(NC(=S)N(CCC(C)C)C2CCN(C(C)=O)CC2)cc1	0.8	-6%	i
O=C(OCc1ccc([N+](=O)[O-])cc1)C1CC(=O)N(Cc2ccccc2Cl)C1 (configuration not stated)	0.6	-5%	i
CCOC(=O)c1ccc(NC(=O)CCn2c(=O)oc3ccccc32)cc1	1.6	0%	i
COc1ccc(C(=O)NCc2ccco2)cc1S(=O)(=O)N1CCOCC1	0.1	-12%	i
Cc1cnc2c(c1)C(=O)c1ccccc1-2	0.4	-6%	i
COc1ccc(CNC(=S)Nc2ccccc2)cc1	0.4	-8%	i
CC(C)(C)n1nc2c(c1NC(=O)c1ccc(F)c(F)c1)CS(=O)(=O)C2	7.8	-4%	i
O=C(NCC(=O)N1CCCC1)c1ccc(Br)o1	0.2	-8%	i
COCCNC(=O)c1cccc(OC2CCN(Cc3ccc(C(=O)OC)cc3)CC2)c1	0.5	-8%	i
COc1cccc(C(=O)Nc2ccc(C(=O)c3ccncc3)cc2)c1	1.2	-1%	i

New compounds follow:
compound	Myeloid diff MLP GFP+ MAC1+ %	LYP inhibition	Myeloid diff MLP
COc1ccc(NC(=O)NC2CCCCCCC2)c(OC)c1	0.3	-6%	i
COc1ccc(NC2=C(NC(C)=O)C(=O)c3ccccc3C2=O)cc1	6.0*	-5%	+
COc1ccc(-n2nnnc2SCC(=O)Nc2ccccc2F)cc1	0.3	-9%	i
CC(=O)N1CCN(CC(O)COc2ccc(Br)cc2)CC1 (configuration not stated)	0.4	-9%	i
Cc1cc(=O)oc2cc(OCC(=O)N3CC[C@@]4(O)CCCC[C@H]4C3)ccc12	2.4	-8%	i
Cc1ccc(CNC(=O)C2CCN(c3nn4c(=O)cc(C)nc4s3)CC2)cc1	6.4	-4%	i
CC(=O)N1c2ccc(S(=O)(=O)NCC3CCC(C(=O)N4CCCCC4)CC3)cc2CC1C (configuration not stated)	0.8	-6%	i
Cc1ccc(-n2ncc3c2CCCC3NC(=O)CCc2cnn(C)c2)cc1C (configuration not stated)	0.5	-10%	i
CCCN1CCC(=O)N([C@H](CN=[N+]=[N-])Cc2ccccc2)CC1	0.9	-13%	i
O=C(NS(=O)(=O)Nc1ccc(Cl)cc1)c1c[nH]c2ccccc12	1.2	-1%	i
COc1ccc(OC)c(C(=O)Cn2cnc3ccccc3c2=O)c1	0.5	-4%	i
COc1ccc2cc(C(=O)NCC3CCCO3)[nH]c2c1 (configuration not stated)	0.3	-3%	i
CN1CCSc2ccc(C(=O)NCc3cccc(Br)c3)cc21	1.9	-16%	i
CN(C(=O)CN1C(=O)S/C(=C\c2ccccc2)C1=O)C1CCS(=O)(=O)C1 (configuration not stated)	1.2	-2%	i
Cc1cccc(NC(=O)CN(C2=NC3CS(=O)(=O)CC3S2)c2ccccc2F)c1 (configuration not stated)	2.9	-8%	i
O=C1CN(CC(=O)NC2CCCc3ccccc32)CCN1 (configuration not stated)	0.1	-8%	i
CC(CN)(NS(=O)(=O)c1ccccc1)c1ccccc1 (configuration not stated)	0.3	-8%	i
COc1ccc(S(=O)Cc2ccc(C(=O)NC3CC3)o2)cc1 (configuration not stated)	0.4	-10%	i
Cc1cccc(N2CCN(S(=O)(=O)c3cc(-c4cc(C)no4)ccc3C)CC2C)c1 (configuration not stated)	.	4%	?
CCCc1cc(C(=O)N/N=C/c2cccn2C)cs1	0.4	-2%	i
CN1CCN(CC(=O)c2ccccc2F)CC1	1.0	-3%	i
CN(C)CCNS(=O)(=O)c1ccc2c3c(cccc13)C(=O)N2	0.5	-15%	i
Cc1ccc(NS(=O)(=O)c2ccc(-c3ccc(=O)[nH]n3)o2)c(C)c1	0.6	-10%	i
NS(=O)(=O)c1ccc(CNC(=O)/C=C/c2ccco2)cc1	0.2	-5%	i
Cc1ccc2[nH]c(=O)c(CN(C)S(=O)(=O)c3cccc4nonc34)cc2c1	1.7	-9%	i
Cc1ccc(C)c(Nc2nc(-c3cccnc3)cs2)c1	0.2	0%	i
CC1CCCC(C)N1C(=O)c1cc(-c2ccc3c(c2)OCO3)on1 (configuration not stated)	1.3	1%	i
CC(=O)c1ccc(N2CCN(S(=O)(=O)c3cc(-c4cc(C)no4)ccc3C(C)C)CC2)cc1	2.2	10%	i
COc1cc(OC)cc(C(=O)NNC(=O)CCC(=O)c2cccs2)c1	5.6	-8%	i
COc1cccc(/C=C2\SC(=O)N(CCC(=O)NCCCn3ccnc3)C2=O)c1	0.0	-7%	i
COc1ccc(S(=O)(=O)NCc2ccc(C(=O)NCCCN3CCCC(C)C3)cc2)cc1 (configuration not stated)	0.5	0%	i
Cc1cccc(OCC(=O)NCC(=O)N=Nc2c(O)[nH]c3ccc([N+](=O)[O-])cc23)c1	4.3	0%	i
CC(C)c1ccc(NC2CCCN(C(=O)CCN3CCCCO3)C2)cc1 (configuration not stated)	0.8	-5%	i
CN(C(=O)CN1C(=O)C2C3CC(C(Br)C3Br)C2C1=O)C1CCCCC1 (configuration not stated)	0.3	-5%	i
CCOC(=O)c1cnc2c(CC)cccc2c1NCCCN1CCOCC1	0.4	-8%	i
COc1ccccc1NC(=O)CCC(=O)OCC(=O)c1ccc(C)c([N+](=O)[O-])c1	0.1	-1%	i
CCCCn1c(-c2ccc(OC(F)F)cc2)nc2c1c(=O)[nH]c(=O)n2CC(C)C	0.3	4%	i
CCC(=O)N(CCc1ccccc1)Cc1cc2ccc(OC)cc2[nH]c1=O	0.5	-3%	i
S=c1[nH]nc(C2CCCCC2)n1/N=C/c1ccc(Cl)cc1	0.3	6%	i
O=C(NCCCN1CCCC1=O)C1CCC(CNS(=O)(=O)c2ccc(Cl)cc2)CC1 (configuration not stated)	.	-4%	?

Single records (already shown). Screens in order: Myeloid diff MLP GFP+ MAC1+ %, LYP inhibition, Myeloid diff MLP
Profile of `Cc1ccc2[nH]c(=O)c(CN(C)S(=O)(=O)c3cccc4nonc34)cc2c1` : 1.7, -9%, i
Profile of `Cc1ccc(C)c(Nc2nc(-c3cccnc3)cs2)c1` : 0.2, 0%, i
Profile of `CC1CCCC(C)N1C(=O)c1cc(-c2ccc3c(c2)OCO3)on1` (configuration not stated) : 1.3, 1%, i
Profile of `CCOC(=O)c1cnc2c(CC)cccc2c1NCCCN1CCOCC1` : 0.4, -8%, i
Profile of `CCC(=O)N(CCc1ccccc1)Cc1cc2ccc(OC)cc2[nH]c1=O` : 0.5, -3%, i

Next section.
compound	Myeloid diff MLP GFP+ MAC1+ %	LYP inhibition	Myeloid diff MLP
COc1ccccc1CNC(=O)c1cc(-c2ccncc2)nc2c(Cl)cccc12	4.0	-1%	i
Cc1ccc(NC(=O)NCc2cccn2C)cc1C	0.4	-12%	i
CC(C)c1ccc(-c2cc(C(=O)N3CCOCC3)c3cc(Br)ccc3n2)cc1	0.6	-2%	i
Cc1ccc(C(=O)NCCNC(=O)c2ccco2)cn1	2.3	-9%	i
